# HTR5A ag – HTR5A agonism, opioid heterodimer counter-screen. AID 504692. HTR5A agonist assay, luminescence, cell-based. activation, % at 9.3 µM. 0.61% of 340,000 active; in the data active = activation mostly above about 9.5%, no sharp cut-off; inactive = mostly below about 7.6%;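 also: 0% = cells with vehicle only and 100% = reference agonist; strong numbers were not always called active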
# Target sequence (P47898 whole entry, looked up): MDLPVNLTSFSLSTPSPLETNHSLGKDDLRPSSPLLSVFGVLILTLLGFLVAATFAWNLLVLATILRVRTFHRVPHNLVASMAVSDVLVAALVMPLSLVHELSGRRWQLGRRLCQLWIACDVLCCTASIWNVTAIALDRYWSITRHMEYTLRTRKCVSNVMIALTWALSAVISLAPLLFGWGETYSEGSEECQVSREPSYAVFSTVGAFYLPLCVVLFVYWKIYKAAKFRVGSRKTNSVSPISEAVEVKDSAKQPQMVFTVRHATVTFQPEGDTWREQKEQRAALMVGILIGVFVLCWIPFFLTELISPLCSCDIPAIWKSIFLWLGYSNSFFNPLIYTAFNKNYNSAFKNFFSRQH
# V-ATPase pH – regulators of yeast V-ATPase proton transport; S. cerevisiae, pHLuorin cytosolic pH fluorescence; response, % at 10 µM; 0.37% of 350,000 active; AID 504577; in the data active = response mostly above about 7.3%, no sharp cut-off; inactive = mostly below about 5.4%; also: actives read high; inactives centre near 0; some compounds called inactive have numbers as strong as hits; reference of the scale not given here
# RTF Ca sens act – cardiac RTF calcium sensitization; P19429+P45379; IANBD-labeled TnC RTF fluorescence at EC20 calcium; 0% EC20 calcium, 100% full calcium; activation, % at 7.2 µM; 0.24% of 340,000 active; AID 493008;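 active = activation above the mean over all tested compounds plus 3 SD, cut at about 30% in these data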;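 also: rise in fluorescence read as greater calcium sensitivity of cardiac thin filaments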
# C-LANA FP – KSHV C-LANA DNA binding inhibition. MBP-C-LANA/FAM-LBS DNA binding, fluorescence polarization. inhibition, % at 9 µM. 0.078% of 340,000 active;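 active = highest replicate inhibition at or above 60% at 9 µM, even if other replicates fall short; inactive = all replicates below 60% inhibition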;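 also: 0% = neutral control wells and 100% = 4 µM acridine orange control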
# HTR5A inv ctr – counter-screen for OPRM1-OPRD1 inverse agonists: human HTR5A inverse agonism; AID 504634; inhibition, % at 9.3 µM; 0.083% of 340,000 active; HTR5A cell line, luminescence; in the data active = inhibition mostly above about 23%, no sharp cut-off; inactive = mostly below about 18%;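 also: 0% = cells with DMSO and 100% = no-cell wells with DMSO; some compounds called inactive have numbers as strong as hits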
# Keap1 Nrf2 FP – disrupts human Keap1 binding to Nrf2 peptide | Keap1 Kelch-Nrf2 peptide fluorescence polarization, 1536-well | Q14145 | inhibition, % at 9.4 µM | AID 504523 | 0.15% of 340,000 active; in the data active = inhibition above about 12%;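 also: human Keap1 Kelch domain with fluorescein labeled Nrf2 9mer peptide probe; 0% = neutral control wells and 100% = peptide positive control; higher means more block of Keap1 binding to Nrf2 peptide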
# Target sequence (Q14145 whole entry, looked up, the tested form may be a part): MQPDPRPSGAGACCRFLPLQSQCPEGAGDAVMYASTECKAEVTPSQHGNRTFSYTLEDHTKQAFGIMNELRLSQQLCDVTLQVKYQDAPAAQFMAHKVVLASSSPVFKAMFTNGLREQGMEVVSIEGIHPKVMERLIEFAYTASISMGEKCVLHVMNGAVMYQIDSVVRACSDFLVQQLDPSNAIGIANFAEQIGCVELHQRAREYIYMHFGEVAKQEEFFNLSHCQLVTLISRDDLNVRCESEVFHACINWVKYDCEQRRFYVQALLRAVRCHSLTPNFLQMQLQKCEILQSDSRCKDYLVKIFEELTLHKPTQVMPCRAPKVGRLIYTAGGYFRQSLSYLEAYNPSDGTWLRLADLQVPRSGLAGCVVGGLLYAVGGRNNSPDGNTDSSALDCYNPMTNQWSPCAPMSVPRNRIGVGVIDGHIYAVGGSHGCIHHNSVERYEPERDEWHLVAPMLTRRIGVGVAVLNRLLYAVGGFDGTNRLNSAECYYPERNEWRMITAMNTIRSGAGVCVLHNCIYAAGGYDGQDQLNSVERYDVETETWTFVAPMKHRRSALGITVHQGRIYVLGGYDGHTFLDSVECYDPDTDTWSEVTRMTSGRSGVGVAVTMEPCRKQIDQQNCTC
# CAL-PDZ inh HTS – CAL PDZ (human) peptide binding inhibition; Q9HD26; purified CAL PDZ, TMR-peptide fluorescence polarization, 1 h; inhibition, % at 24.9 µM; 0.92% of 300,000 active;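 active = mean inhibition of at least 30% with at least half of replicates also reaching 30%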;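 also: 0% = DMSO neutral control and 100% = excess unlabeled competitor peptide PRC23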
# RTF Ca sens inh – cardiac RTF calcium desensitization | inhibition, % at 7.15 µM | 0.12% of 340,000 active | IANBD-labeled cardiac RTF, Ca2+ fluorescence | AID 493244 | P19429+P45379;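 active = inhibition above the mean inhibition of all tested compounds plus 3 SD, cut at about 17% in these data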;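 also: assay run at fixed EC70 calcium of 1.6 mM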
# OPRM1-OPRD1 ag – OPRM1-OPRD1 heterodimerization agonism. P35372+P41143. cells, luminescence. activation, % at 9.3 µM. 0.3% of 340,000 active. AID 504326; in the data active = activation above about 18%;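 also: 0% = vehicle-treated cells and 100% = reference agonist; values of inactives mirror those of a sister screen read the other way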
# MOR-DOR inv ag – inverse agonist of human OPRM1-OPRD1 heterodimerization; cell-based MOR-DOR heterodimer luminescence, inverse agonism; inhibition, % at 9.3 µM; 0.21% of 340,000 active; in the data active = inhibition above about 22%, passing the limit was not always enough;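 also: 0% = cells with DMSO and 100% = wells without cells with DMSO; values of inactives mirror those of a sister screen read the other way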
# Numbers without * were called inactive; . = not tested or not shown.
SMILES,HTR5A ag,V-ATPase pH,RTF Ca sens act,C-LANA FP,HTR5A inv ctr,Keap1 Nrf2 FP,CAL-PDZ inh HTS,RTF Ca sens inh,OPRM1-OPRD1 ag,MOR-DOR inv ag
O=C(Cc1ccc([N+](=O)[O-])cc1)Nc1nnc(C2CC2)s1,6.3,-0.4,2.3,1.1,-16.9,0.0,4.9,-10.6,-1.3,7.6
C/C(CC(=O)NCCCN1CCOCC1)=N\NC(=O)COc1cccc2ccccc12,0.0,-1.4,-5.4,1.6,11.3,-4.3,1.6,-2.6,-1.8,9.4
Cc1nn(-c2nnc(NC3CCCCC3)nn2)c(C)c1Br,3.8,0.1,-3.1,-0.9,-12.8,-0.1,-5.0,0.1,11.4,-65.0
Cc1[nH]c(SCC(=O)Nc2cc(S(C)(=O)=O)ccc2Cl)nc1Cc1ccccc1,-0.4,-4.4,2.3,0.2,-1.2,2.7,-9.5,-11.2,-2.0,7.4
CCCN=C1N(C)C[C@@H]2[C@@H]3C(=O)N(C)C(=O)[C@@H]3[C@](Cc3ccccc3)(C(=O)OC)N12,-1.6,0.4,-5.0,-2.1,5.7,4.3,0.3,-2.3,-3.2,15.5
COCCn1c(CN2CCN(c3ccc(OC)cc3)CC2)nc2c1c(=O)n(C)c(=O)n2C,1.1,-6.8,0.6,4.6,-3.0,-2.7,-2.3,-7.7,1.7,-7.4
Cc1cccc(-n2ncc3c2CCCC3NC(=O)CCN2CCCCO2)c1C (stereo unspecified),5.2,-2.0,-2.7,-0.3,-12.6,2.9,-5.5,5.0,-3.0,15.3
c1ccc(-c2cn3c(n2)CCc2ccc4cccnc4c2-3)cc1,-3.8,4.8,-5.3,-0.1,-14.4,1.0,-12.2,-2.5,-0.2,1.4
O=C(Cc1c(F)cccc1Cl)NCCN1CCOCC1,5.7,-3.1,6.8,-2.5,-16.4,-2.2,0.5,-6.2,-0.3,1.6
Cc1ncc([N+](=O)[O-])n1S(=O)(=O)c1ccc2c(c1)OCCO2,-3.8,-4.8,-6.3,-0.3,13.9,3.1,.,2.6,-1.8,9.6
COc1ccc2nc(N3CCC(O)CC3)c(C#N)cc2c1,7.2,-2.1,11.4,4.2,-25.6,5.4,.,-10.0,-1.7,9.2
Cc1ccc(C)c(NC(=O)CN(C)C(=O)c2cccc(-n3cccc3)c2)c1,1.8,0.4,-4.1,5.7,-4.9,1.0,-2.0,-4.7,-2.0,12.9
CCCCCCSc1cc(C)nc2ncnn12,0.6,-0.9,1.1,-0.5,-10.8,5.2,-1.6,-5.2,0.0,-0.1
CCn1nc(C)c(Br)c1-c1nc(CS(=O)(=O)c2ccc(F)cc2)no1,-1.8,2.0,12.6,0.1,20.8,-9.7,5.1,-9.9,-0.1,0.5
Cc1ccc(NC(=O)c2cc(C(=O)c3cc(Cl)ccc3O)cn(-c3ccc(C)cc3)c2=O)cc1,1.3,-2.3,16.1,-2.2,-4.5,-7.0,-7.7,-8.5,4.6,-24.0
O=C(N/N=C/c1cccnc1)c1[nH]ncc1Br,-2.1,-2.2,2.6,0.0,6.0,-1.1,49.4*,-13.4,-0.7,3.7
CCOC(=O)c1c(NC(=O)CSc2ncn[nH]2)sc(C(=O)N(C)C)c1C,2.8,-2.1,2.7,0.1,4.0,-2.6,-0.8,-4.1,-3.0,16.1
COc1ccccc1NC(=O)N1CCN(C)CC1,-1.8,3.8,4.2,-0.2,-21.4,-5.0,.,-12.4,-1.2,6.7
COc1ccc(S(=O)(=O)N2CCC(C(=O)N3CCOCC3)CC2)cc1OC,-4.7,-0.9,7.4,0.4,12.0,-4.3,-4.0,-7.7,-2.2,12.6
O=C(COC(=O)c1cccc(-n2cnnn2)c1)Nc1c(Cl)cccc1C(F)(F)F,2.4,-0.9,-2.1,0.9,2.9,0.5,61.9*,-9.4,-3.4,18.5
CCNC(=O)/C(C#N)=C/c1c(N2CCOCC2)nc2ccccn2c1=O,-0.9,-1.2,-1.1,-0.8,8.2,-1.4,-1.9,-16.1,-0.8,5.4
Cc1cccc(NC(=O)c2ccc(OCc3c(C)noc3C)cc2)c1C,-4.2,-1.4,-1.6,-1.2,-6.0,-3.2,.,1.6,-0.7,2.6
Cc1ccc(NC(=O)c2sc3nc(C)nc(N4CCN(c5ccccn5)CC4)c3c2C)c(C)c1,1.8,-1.7,0.4,-1.2,-5.4,3.7,-5.3,-4.9,-1.0,4.8
COc1ccc(-c2nn(-c3ccccc3)cc2C(=O)N2CCN(C(=O)c3ccco3)CC2)cc1,-2.8,-4.3,4.3,0.2,11.0,-2.0,1.7,-3.6,-3.5,17.2
CCc1ccc(S(=O)(=O)/N=C2\C=C(Nc3ccc(O)cc3)C(=O)c3ccccc32)cc1,0.7,-0.6,-12.1,0.6,-1.8,0.4,1.8,-9.8,15.4,-82.1
# Carrying on.
SMILES,HTR5A ag,V-ATPase pH,RTF Ca sens act,C-LANA FP,HTR5A inv ctr,Keap1 Nrf2 FP,CAL-PDZ inh HTS,RTF Ca sens inh,OPRM1-OPRD1 ag,MOR-DOR inv ag
Cc1cc(C(=O)NNc2ccc(Cl)cc2)no1,3.4,-0.1,-2.2,-1.8,12.2,2.2,0.6,-1.9,-6.9,35.1*
Cc1ccccc1Nc1c(-c2cccnc2)nc2cccc(C)n12,-2.8,0.0,-0.4,-0.5,0.6,-1.2,-4.0,-9.1,-1.9,9.9
CCOCC(=O)Nc1ccc(S(=O)(=O)NCC2CCCO2)cc1 (stereo unspecified),2.1,0.6,2.9,4.1,-3.4,-2.0,8.1,-10.2,-1.9,10.2
CC1CC(C)CN(C(=S)Nc2ccc(OC(F)F)cc2)C1 (stereo unspecified),0.8,0.1,-4.1,1.3,12.3,-1.0,-2.2,-1.0,-1.5,7.4
COc1ccc(C(C)=O)cc1COc1ccc(Cl)c(C)c1,-0.1,-0.6,-0.7,-0.4,6.5,3.9,-1.6,-10.2,2.7,-13.5
C=CCn1c(C)cc(C(=O)CSc2nnc(Cc3ccccc3)o2)c1C,2.6,-0.7,2.6,0.7,-6.4,-2.7,-0.8,-3.9,0.8,-4.8
O=C1CC(NNc2nc3ccccc3s2)C(=O)N1c1ccccc1 (stereo unspecified),-2.8,1.0,0.4,0.4,10.2,-2.4,.,-1.7,-0.5,3.0
Cn1nc(C(F)(F)F)cc1C(=O)O,-0.9,2.6,6.0,-0.4,-23.6,3.6,-5.3,-3.1,-2.0,10.1
O=S(=O)(NCc1cccnc1)c1ccc(Br)c2ccccc12,0.3,-1.0,0.0,1.4,-1.5,-1.1,-5.1,-14.8,-1.4,9.5
COc1ccc(-n2nc(C(=O)NCC(=O)NC(C)C)c3ccccc3c2=O)cc1OC,-1.6,2.6,6.0,-3.0,6.1,-2.0,-3.7,0.7,-2.0,11.3
COC(=O)c1cccnc1SCc1ccccc1,1.3,1.3,0.0,-0.1,2.2,-4.2,0.6,4.5,2.8,-15.1
COc1ccc(CNC(=O)C2CCN(S(=O)(=O)c3cccc4nonc34)CC2)cc1,-0.2,-3.8,-1.2,-1.0,-20.2,-4.6,-3.3,-14.6,-1.8,11.1
O=C(Nc1nc2ccccc2c(=O)s1)c1ccco1,-8.8,0.3,9.3,-0.5,10.3,-5.6,.,3.6,-2.4,12.4
CCCC(C(=O)NC1CCCC1)N(Cc1ccccc1)C(=O)c1snc(C(N)=O)c1N (stereo unspecified),-3.7,5.0,0.7,0.2,17.1,2.1,-1.9,-7.2,-3.4,18.1
CCOC(=O)C1(Cc2ccccc2C(F)(F)F)CCN(C(=O)c2cc(C)n(C)n2)CC1,2.2,.,-3.2,2.2,-6.1,-1.6,-1.2,0.2,0.2,-1.1
Cc1nnsc1C(=O)Nc1cc(Cl)ccc1Cl,3.0,3.2,9.5,0.3,-6.7,-4.1,-2.6,-17.1,-1.6,8.4
O=C(NN=C1CCCC1)c1ccc(O)cc1,0.3,3.9,-2.1,0.6,-1.0,-1.0,.,-4.2,-1.7,7.7
Brc1ccc(C2Nc3cccc4cccc(c34)N2)o1,-6.7,-2.2,-1.5,-0.8,0.6,2.2,-1.1,-2.6,4.4,-25.3
Cc1cc(C)c(CN2CCC(n3nccc3NC(=O)CCOc3ccccc3)CC2)cc1C,7.5,-0.4,-3.3,-0.8,-0.5,3.4,-2.0,2.1,3.1,-15.9
O=C(COC(=O)c1ccccc1Nc1ccccc1)Nc1ccccc1,-1.7,0.2,-5.6,-0.1,3.5,3.4,-3.0,-3.0,6.3,-34.7
C/C(CC(=O)Nc1ccc(C)c(Cl)c1)=N\NC(=O)Cc1cccs1,-0.5,2.1,2.8,2.0,1.2,-1.6,-0.3,4.4,-2.5,13.1
Cc1cccc(C(=O)NNC(=S)NC(=O)c2cccs2)c1,-0.9,-1.6,-1.1,0.5,3.2,-4.1,-3.4,-11.8,-3.4,19.2
CC(=O)NCCNC(=O)c1ccc(Cn2c(=O)[nH]c3ccsc3c2=O)cc1,2.5,5.9,3.7,-0.2,-9.6,0.1,8.8,-4.5,-1.6,8.2
O=C(N/N=C/C(c1ccccc1)c1ccccc1)c1ccccc1F,-2.8,9.4,1.1,-1.0,20.0,0.6,-9.6,-5.2,1.7,-8.7
Cc1ccc(NC(=O)O/N=C/c2ccc(Br)cc2)cc1,5.4,1.1,6.8,-0.9,-19.8,-0.6,16.4,-4.0,3.6,-17.2
# (more compounds)
SMILES,HTR5A ag,V-ATPase pH,RTF Ca sens act,C-LANA FP,HTR5A inv ctr,Keap1 Nrf2 FP,CAL-PDZ inh HTS,RTF Ca sens inh,OPRM1-OPRD1 ag,MOR-DOR inv ag
Cc1ccc(Nc2ncccc2C(N)=O)cc1,-3.3,0.9,-8.9,-1.6,8.8,2.7,3.3,3.2,2.0,-14.3
Cc1ccccc1N(C(=O)c1ccccn1)C(C(=O)NCc1ccccc1)c1cccnc1 (stereo unspecified),-1.4,-1.0,1.1,0.1,-23.1,4.6,-1.4,-6.7,-1.4,7.4
O=[N+]([O-])c1cc([N+](=O)[O-])c(Oc2ccccc2F)cc1NN1CCCCC1,4.0,-2.0,-2.5,0.0,-3.3,-5.6,-0.5,-11.0,-3.5,16.1
Cc1nc(N2CCC3(CC2)OCCO3)c2nnn(Cc3ccccc3F)c2n1,-1.6,2.2,-3.0,-0.1,10.0,-1.9,2.5,-3.8,-3.2,17.0
Cc1nc2cc(C(=O)O)ccc2n1-c1ccccc1,-1.3,1.7,2.0,1.4,3.7,0.4,.,-0.6,-3.2,16.6
COc1ccc(-c2nc3ncccn3c2Nc2ccccc2)cc1,2.7,-0.8,8.4,-0.7,-20.3,3.7,-4.1,-5.4,-3.1,19.8
Cc1ccc(-c2c(C)n([O-])c3c([n+]2=O)CCC3)cc1,-0.4,0.0,-2.4,2.3,1.1,-0.9,-6.3,1.8,-0.2,1.2
CC1=CC(C)C(CN(CCC[N+](C)(C)C)C(=O)Nc2ccccc2)C(C)C1 (stereo unspecified),6.2,-3.2,7.0,-1.0,0.2,1.0,42.1*,-11.8,-1.7,8.5
C=CCn1c(O)c(N=O)c2cc(C)ccc21,1.1,-1.9,-4.1,-0.9,5.8,1.0,.,-0.4,-2.0,9.8
N/C(=N\OC(=O)Nc1ccccc1)c1ncc([N+](=O)[O-])s1,-3.7,-7.5,3.2,-1.5,-8.9,-0.4,-4.6,-0.2,8.4,-43.9
